Screening results: PubChem, several laboratories
NadD inh = blocks S. aureus nicotinate mononucleotide adenylyltransferase. inhibition, % at 20 µM. purified NadD enzyme, colorimetric absorbance read-out. 360,000 tested, 0.78% active; in the data active = inhibition above about 26%; note: some compounds past the cut are filed as inactive
MLLE-PAM2 inh = blocks PAM2 peptide binding to the PABP1 MLLE domain; 360,000 tested, 0.36% active; inhibition, % at 20 µM; GST-MLLE / FITC-PAM2 fluorescence polarization; P11940; in the data active = inhibition above about 35%, passing the limit was not always enough;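 note: plate controls were DMSO wells with GST-MLLE for no effect and wells lacking GST-MLLE protein for full effect; some results filed as inactive read as strong as hits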
Rpn11 block = Rpn11 (human) deubiquitinase inhibition; AID 588493; calls only at 20 µM; human 26S proteasome, Ub4-pepOG fluorescence polarization; 20S core pre-blocked with epoxomicin; 360,000 tested, 0.59% active;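 active = inhibition at 20 µM, scaled to each plate's controls, above about 33%, limit read from the data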
CSN inh = CSN deneddylation inhibition. Q92905. Purified CSN, SCF-Nedd8-OG deneddylation, fluorescence polarization. inhibition, % at 12.5 µM. 360,000 tested, 0.38% active. AID 651999;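 active = pattern-corrected inhibition above about 35%, with an unprinted fluorescence ratio check between 0.5 and 1.5, limit read from the data, passing the limit was not always enough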;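 note: 0% = enzyme with substrate and 100% = substrate without enzyme; some results filed as inactive read as strong as hits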
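Schedule: reaction 90 min, room temperature / Assay system: HEK293T-derived human Csn5 enzyme / Input: Csn5 at 0.24 nM final / Measure: inhibition of Csn5 cleavage, % / Control set: substrate-only high control, full reaction low control / Technique: fluorescence polarization of the substrate / Buffer or medium: Tris/NaCl/DTT buffer, pH 7.5 / Reagent: SCFSkp2-Nedd8OG substrate at 10 nM final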
Tb MetRS inh = blocks T. brucei methionyl-tRNA synthetase activity; purified T. brucei MetRS, ATP depletion, Kinase-Glo luminescence; inhibition, % at 11.9 µM; AID 624268; 360,000 tested, 0.4% active;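 active = inhibition above a per-plate cutoff of the control wells' mean inhibition plus 3 SD, cut at about 5.5% in these data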;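 note: 0% = DMSO wells median and 100% = median of wells with control inhibitor compound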
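Test system – parasite MetRS enzyme · Reagent – substrates ATP, L-methionine and bulk Escherichia coli tRNA · Doses – 11.9 µM compound single dose, 0.9% DMSO · Times – 15 min enzyme-compound preincubation, 2 h reaction, 10 min detection, 25 °C · Signal – Kinase-Glo luminescence, ATP depletion format · Controls – DMSO-only wells as low control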
SUMO1 PPI mod = modulators of human SUMO1-mediated protein-protein interactions. P63165. SUMO1 binding to a labelled peptide, TR-FRET, 1 h. inhibition, % at 20 µM. 360,000 tested, 0.33% active. AID 602429; in the data active = inhibition above about 37%
DNMT1 block = inhibitors of human DNMT1; P26358; DNMT1 molecular beacon, Hinp1I cleavage, fluorescence; inhibition (reported as % activation of signal), % at 10 µM; 360,000 tested, 0.83% active; AID 588458; in the data active = inhibition above about 50%
Target sequence (P26358 504-1616 limits assumed): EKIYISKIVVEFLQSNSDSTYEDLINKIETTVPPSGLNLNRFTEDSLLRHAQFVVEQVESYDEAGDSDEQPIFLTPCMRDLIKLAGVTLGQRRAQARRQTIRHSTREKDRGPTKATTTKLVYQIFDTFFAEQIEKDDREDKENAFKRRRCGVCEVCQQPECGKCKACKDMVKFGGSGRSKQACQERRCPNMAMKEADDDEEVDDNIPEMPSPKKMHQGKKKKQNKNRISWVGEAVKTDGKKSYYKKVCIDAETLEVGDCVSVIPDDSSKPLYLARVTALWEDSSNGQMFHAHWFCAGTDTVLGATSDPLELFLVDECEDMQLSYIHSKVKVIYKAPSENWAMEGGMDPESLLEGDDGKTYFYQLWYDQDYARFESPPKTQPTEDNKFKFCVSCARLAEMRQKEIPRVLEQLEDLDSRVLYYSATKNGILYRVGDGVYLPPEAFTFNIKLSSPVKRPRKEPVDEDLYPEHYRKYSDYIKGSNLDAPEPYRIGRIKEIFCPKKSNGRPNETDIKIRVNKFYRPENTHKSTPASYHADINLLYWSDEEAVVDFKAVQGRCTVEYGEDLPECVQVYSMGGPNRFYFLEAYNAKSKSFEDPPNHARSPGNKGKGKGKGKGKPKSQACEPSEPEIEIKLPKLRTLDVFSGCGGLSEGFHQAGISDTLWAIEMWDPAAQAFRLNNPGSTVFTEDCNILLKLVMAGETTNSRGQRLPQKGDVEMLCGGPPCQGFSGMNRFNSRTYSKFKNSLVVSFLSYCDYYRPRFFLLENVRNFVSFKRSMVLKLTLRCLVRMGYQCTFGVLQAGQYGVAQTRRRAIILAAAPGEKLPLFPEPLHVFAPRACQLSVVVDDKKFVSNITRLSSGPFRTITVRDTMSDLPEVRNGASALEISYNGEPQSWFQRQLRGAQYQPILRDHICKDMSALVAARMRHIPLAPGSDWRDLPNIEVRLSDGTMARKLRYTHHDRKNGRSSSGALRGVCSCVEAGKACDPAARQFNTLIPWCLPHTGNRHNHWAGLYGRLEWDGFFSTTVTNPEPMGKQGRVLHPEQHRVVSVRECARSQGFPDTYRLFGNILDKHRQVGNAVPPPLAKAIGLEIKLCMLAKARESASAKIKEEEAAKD
Scp-1 inhibitor = Scp-1 (human) phosphatase inhibition. Q9GZU7. Recombinant Scp1, phosphopeptide, malachite green phosphate absorbance. inhibition, % at 20 µM. 340,000 tested, 0.88% active. AID 493091;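 active = inhibition above about 50% at 20 µM, limit read from the data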;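 note: plate controls were DMSO wells with enzyme for no effect and wells lacking enzyme for full effect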
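Assay system: SCP-1 catalytic fragment, aa 76-261 | Buffer or medium: Tris acetate buffer pH 5.5 with MgCl2 and Tween-20 | Compound: One concentration, 20 µM, with 1.0% DMSO | Also added: Phospho 17-mer peptide substrate | Signal: Absorbance at 630 nm | Incubation: 45 min enzyme reaction at room temperature | Measure: % inhibition of SCP-1 phosphate liberation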
LMPTP inh = blocks human LMPTP phosphatase | inhibition, % at 20 µM | 360,000 tested, 0.22% active | recombinant LMPTP-A, OMFP fluorogenic substrate, fluorescence intensity | P24666;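 active = compounds that cut the enzyme signal by at least half of the control window in the single-dose screen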;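 note: plate controls were DMSO wells with enzyme plus substrate for no effect and substrate without enzyme for full effect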
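test system = LMPTP-A | amount = 0.625 nM LMPTP-A final | reagent = fluorogenic phosphatase substrate OMFP at 400 µM final | incubation = 50 min at room temperature | benchmarks = no-enzyme low control, uninhibited high control | medium = Bis-Tris pH 6.0, DTT, detergent | signal = fluorescence intensity of OMFP turnover product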
STEP block = inhibitors of human striatal-enriched phosphatase STEP | P54829 | recombinant STEP, OMFP fluorogenic substrate, fluorescence | inhibition, % at 20 µM | 360,000 tested, 0.25% active | AID 588621;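 active = inhibition at 20 µM, scaled per plate between control wells, above about 37%, limit read from the data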;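 note: 0% = DMSO with enzyme and substrate and 100% = substrate only without enzyme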
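material = STEP tyrosine phosphatase | reagent = fluorogenic phosphatase substrate OMFP at 25 µM final | doses = single compound dose of 20 µM, 1% DMSO final | schedule = 20 min reaction, room temperature, in the dark | measured by = fluorescence, 480/540 nm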
* hit, by the source's call; i = inactive; . = no result given.

item | molecule | MLLE-PAM2 inh | STEP block | CSN inh | DNMT1 block | Tb MetRS inh | Rpn11 block | Scp-1 inhibitor | LMPTP inh | NadD inh | SUMO1 PPI mod
1 | O=C(Cn1cnc2c(NC(=O)OCc3ccccc3)ncnc21)NCc1ccccn1 | -16 | -2 | 1 | 4 | -0.1 | i | 0 | -2.1 | -3 | 1
2 | COc1cc(C(c2sc3nc(C)nn3c2O)N2CCN(c3ccccc3)CC2)cc(OC)c1OC (centres undefined) | -18 | -2 | -1 | 4 | -0.8 | i | -8 | -1.1 | 0 | -2
3 | CN1CCCN(c2cc(-c3ccc4ccccc4c3)nc3ccnn23)CC1 | 3 | 4 | 9 | -40 | 0.0 | i | . | 26 | 25 | -40
4 | Cc1cccc([C@@H]2[C@@H]3C(=O)N(Cc4ccccc4)C(=O)[C@@H]3[C@]3(Cc4ccccc4)C(=O)N(c4cccc(Cl)c4)C(=O)N23)c1 | -7 | -2 | -3 | -5 | -0.1 | i | -9 | 0.6 | 15 | 5
5 | CC(=O)Nc1c2c(nn1-c1ccc(C)cc1C)CSC2 | 33 | 0 | 1 | 0 | -1.4 | i | 4 | -0.8 | -1 | 1
6 | Nc1nc(C(F)(F)F)cc(=O)n1N | 12 | -2 | -13 | 1 | 0.0 | i | -7 | 0.0 | 0 | 1
7 | O=C(O)c1cccc(NC(=O)c2cccc(NC(=O)C3CCCO3)c2)c1 (centres undefined) | -5 | -3 | -1 | 6 | -0.3 | i | -1 | -1.9 | 2 | -1
8 | Cc1ccc(Cl)cc1NC(=O)c1ccccn1 | -14 | 3 | -6 | 0 | -0.3 | i | -1 | 0.7 | -3 | 3
9 | Cc1ccc2c(=O)cc(C(=O)Nc3ccc(S(=O)(=O)Nc4onc(C)c4C)cc3)oc2c1 | 1 | 0 | 1 | 0 | 0.2 | i | -13 | 1.1 | 0 | -14
10 | Cc1noc(C)c1C(=O)OCC(=O)NCCc1ccc(S(N)(=O)=O)cc1 | -42 | 1 | -2 | 3 | -0.2 | i | -12 | -6.6 | 2 | -2
11 | CCN1CCN(CC(=O)Nc2ccc(S(=O)(=O)N3C(C)CCCC3C)cc2)CC1 (centres undefined) | 11 | -1 | 4 | -6 | -0.2 | i | 2 | 0.6 | 2 | 2
12 | CC1CC1C(=O)OCC(=O)NC(=O)NC12CC3CC(CC(C3)C1)C2 (centres undefined) | 10 | -2 | -5 | 2 | -0.3 | i | -12 | 0.2 | -11 | 4
13 | CC(C)=CCc1c(O)ccc(C2COc3c(CC=C(C)C)c(O)cc(O)c3C2=O)c1O (centres undefined) | -26 | -2 | 3 | -38 | 0.4 | i | -1 | 3.3 | 4 | 1
14 | CCOC(=O)c1nc(C)nc(Sc2n[nH]c(-c3ccccc3)n2)c1C | 9 | 1 | 0 | 1 | -1.0 | i | -11 | -1.5 | -7 | 1
15 | Cc1cccc(NC(=O)CSc2nc(NS(=O)(=O)c3ccccc3)cc(=O)[nH]2)c1 | 24 | 0 | 2 | -4 | -0.2 | i | -4 | -0.7 | -7 | 3
16 | Cc1c(CCC(=O)O)c(=O)oc2cc3occ(-c4ccc(Cl)cc4)c3cc12 | -1 | 5 | 7 | 3 | 0.2 | i | -12 | 12 | 5 | 24
17 | CC(Oc1ccccc1F)c1nnc(SCC(=O)Nc2ccc(N3CCOCC3)cc2)o1 (centres undefined) | -3 | 7 | 5 | 5 | -0.2 | i | -8 | -1.7 | 0 | 1
18 | CCOC(=O)CNC(=O)C(Cc1ccccc1)NS(=O)(=O)c1ccc2c(c1)CCC(=O)N2 (centres undefined) | -10 | -1 | -10 | -2 | 0.0 | i | 3 | -1.3 | -10 | 0
19 | O=S(=O)(NCCc1ccccc1)c1ccc(Br)cc1 | -9 | 0 | 4 | 0 | 0.5 | i | -9 | 0.2 | 0 | 1
20 | Clc1ccc(-c2nnc(CNC3CC3)o2)cc1 | -2 | -5 | -4 | -2 | -0.1 | i | 1 | -1.1 | 0 | -4
21 | CN(C)CCCNc1oc(-c2ccccc2Cl)nc1S(=O)(=O)c1ccc(F)cc1 | -10 | 0 | -1 | 1 | 0.1 | i | -9 | -3.2 | -6 | 5
22 | CC(=O)Nc1ccc2c(c1)CN(c1cc(C)ccc1C)CO2 | 17 | -5 | -12 | -33 | -0.4 | i | -1 | -1.5 | 10 | 1
23 | Nn1c(Cc2cccc3ccccc23)nnc1SCc1c(F)cccc1Cl | -56 | -2 | 0 | 4 | -0.7 | i | 8 | -1.0 | -1 | 2
24 | O=C(CSc1ccc2nnc(-c3cccnc3)n2n1)Nc1ccccc1F | 16 | 0 | 4 | 3 | 0.2 | i | . | -0.9 | 5 | -19
25 | COc1cccc(/C=N/Nc2nnc3c(n2)[nH]c2ccccc23)c1OC | 6 | 0 | -4 | 3 | -0.2 | i | 3 | 1.7 | 16 | -10
26 | CCCCCc1ccc(CC(=O)O)cc1 | 4 | 0 | 1 | 4 | 0.1 | i | -11 | -0.8 | 0 | 4
27 | CC(C)C(C(=O)NCc1ccco1)N(C(=O)CNS(=O)(=O)c1ccccc1)C1CCCC1 (centres undefined) | -3 | -3 | -2 | 1 | -1.3 | i | -6 | -0.3 | -3 | 1
28 | CCOC(=O)N(C)S(=O)(=O)c1ccccc1[N+](=O)[O-] | 3 | 2 | 2 | 1 | -1.5 | i | 5 | -0.7 | -2 | -9
29 | Cc1cc2nc(C(C)(C)C)cc(N)n2n1 | 3 | -1 | -2 | -5 | -0.5 | i | -9 | 0.1 | -8 | 2
30 | Cc1cccc(NC(=O)C2CCCN2C(=O)OCC(C)C)c1 (centres undefined) | 4 | -3 | 1 | -35 | -0.2 | i | -7 | -1.4 | 7 | 0
31 | COc1cc(/C=C/C(=O)OCC(=O)N(C)CC(=O)Nc2ccc(F)cc2)ccc1OC(F)F | -9 | 1 | -3 | 9 | -0.6 | i | 16 | -0.4 | -7 | -20
32 | O=C(NCCc1ccccc1)c1nc(CS(=O)(=O)c2ccc(Cl)cc2)no1 | 26 | -2 | -5 | 1 | -0.3 | i | -3 | -0.7 | 27 | -1
33 | COc1ccccc1C(=O)NC(=O)COC(=O)c1nccnc1N | -7 | -2 | 1 | -1 | 0.0 | i | 24 | -0.3 | 6 | -3
34 | CN(C)S(=O)(=O)c1ccc(NC=C(C#N)C#N)cc1 | -46 | 0 | 1 | 5 | -0.4 | i | -6 | 0.3 | 2 | 21
35 | Cc1noc(C)c1S(=O)(=O)Nc1ccc2c(c1)C(=O)N([C@H](C)CO)C[C@H](C)[C@H](CN(C)C(=O)NC(C)C)OCCCC[C@@H](C)O2 | -40 | 0 | -4 | 3 | 0.7 | i | . | -1.9 | -1 | -1
36 | Cc1ccc(C(=O)CN(CCC(=O)O)S(=O)(=O)c2ccc([N+](=O)[O-])cc2)cc1 | 5 | -2 | -1 | 5 | 0.1 | i | -2 | -0.5 | 1 | -27

Single records, from the list above. Screens in order: MLLE-PAM2 inh	STEP block	CSN inh	DNMT1 block	Tb MetRS inh	Rpn11 block	Scp-1 inhibitor	LMPTP inh	NadD inh	SUMO1 PPI mod
`Cc1cc2nc(C(C)(C)C)cc(N)n2n1` across the screens: 3	-1	-2	-5	-0.5	i	-9	0.1	-8	2
`CN(C)S(=O)(=O)c1ccc(NC=C(C#N)C#N)cc1` across the screens: -46	0	1	5	-0.4	i	-6	0.3	2	21

Going on with the list.
item | molecule | MLLE-PAM2 inh | STEP block | CSN inh | DNMT1 block | Tb MetRS inh | Rpn11 block | Scp-1 inhibitor | LMPTP inh | NadD inh | SUMO1 PPI mod
37 | Cc1c(C(=O)C(=O)N2CCN(C)CC2)c2ccccc2n1C | -10 | 0 | -1 | 1 | -0.3 | i | -3 | -0.3 | -4 | -3
38 | c1ccc2sc(NC3=NCN(CC4CCCO4)CN3)nc2c1 (centres undefined) | 10 | 2 | -2 | -2 | -0.2 | i | -9 | -0.3 | -6 | -1
39 | Cc1ccccc1-c1nnn(Cc2cccc(S(=O)(=O)N3CCOCC3)c2)n1 | 12 | 1 | -6 | 1 | -0.4 | i | -9 | -0.1 | -10 | 1
40 | CCN(c1ccccc1)S(=O)(=O)c1ccc(C(=O)NCC(=O)Nc2ccc(F)c(F)c2F)cc1 | -4 | 0 | -1 | 5 | 0.0 | i | 0 | 1.2 | -2 | 4
41 | Cc1ccc([N+](=O)[O-])cc1NC(=O)CSc1nncc2ccccc12 | 26 | 0 | 1 | 0 | -0.5 | i | 0 | -1.1 | -1 | -24
42 | Cc1c(C(=O)N2CCCCCC2)oc2ccccc12 | 3 | 1 | -5 | 2 | -0.8 | i | -6 | -0.7 | -3 | -2
43 | O=C(O)CN(CCc1ccccc1)S(=O)(=O)c1ccccc1 | 1 | 1 | 3 | 4 | -0.9 | i | -7 | -1.2 | -4 | 4
44 | O=C1Cc2cc(NS(=O)(=O)c3ccc(F)cc3)cc3c2N1CCC3 | 6 | 0 | 1 | -6 | -0.6 | i | 1 | -0.2 | -6 | 2
45 | Cc1cc(C)c2nc(N3C(=O)C(O)=C(C(=O)c4ccco4)C3c3cccc(O)c3)sc2c1 (centres undefined) | 3 | 4 | 3 | -1 | 0.3 | i | -13 | 28 | 19 | -7
46 | COc1ccccc1CN1CC(C(=O)NCc2nccn2C)CCC1=O (centres undefined) | -6 | -1 | 0 | 1 | 0.1 | i | -7 | -1.1 | 0 | 2
47 | OC(CNCCc1ccc(C(F)(F)F)cc1)COc1ccc2ccccc2c1 (centres undefined) | -9 | 0 | 2 | -2 | -0.7 | i | -1 | 2.8 | 2 | -6
48 | CC(CCc1ccccc1)NC(=O)C1CCN(S(=O)(=O)N2CCCCC2)CC1 (centres undefined) | 6 | 2 | -2 | 3 | -0.1 | i | -2 | -1.9 | -2 | -3
49 | C=C1C(=O)[C@]23C[C@H]1CCC2[C@@]1(C)C(C[C@@H]3O)[C@](C)(C(=O)O)C[C@H](O)[C@@H]1O (some centres undefined) | 25 | -2 | 0 | 2 | 0.7 | i | . | -1.5 | 1 | 4
50 | O=C1CN(C(=O)c2ccccc2)c2ccccc2N1 | 1 | 0 | 3 | 2 | -0.5 | i | -2 | -1.2 | 2 | 11
51 | CS(=O)(=O)N(CC(=O)N1CCCC1)C1CCCCC1 | -2 | 0 | 6 | 3 | -0.4 | i | . | -0.7 | -7 | -4

Values in list order from above:
Entries 37–47 in STEP block: 0, 2, 1, 0, 0, 1, 1, 0, 4, -1, 0
